SV40 large T antigen: SV40 large T antigen inhibitors, biochemical (AID 1903); SV40 large T antigen ATPase/helicase inhibition assay; higher % means a stronger effect; one-dose inhibition, % at 20 µM; IC50 in µM for titrated hits; 0.39% of 310,000 active; in the data active = a potency from the dose series; inconclusive = inhibition mostly from about 32% at the one dose, without a potency; inactive = the rest, 99 in 100 with inhibition below about 32%; note: strong numbers were not always called active
RSV CPE inhibition: RSV antiviral activity via CPE protection, HEp-2 cells, primary 10 µM value included (AID 2391) | HEp-2 cells, RSV-induced CPE inhibition; higher % means a stronger effect | 0.13% of 310,000 active | CPE inhibition, % at 10 µM, or IC50 in µM where a hit was titrated; in the data active = a potency from the dose series; inconclusive = CPE inhibition mostly from about 23% at the one dose, without a potency; inactive = the rest, 99 in 100 with CPE inhibition below about 21%; note: strong numbers were not always called active
b-catenin transl: modulators of beta-catenin nuclear translocation, primary screen, imaging, HeLa cells, immunofluorescence, high-content. nuclear translocation activity, % at 5 µM. 0.3% of 190,000 active;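 active = nuclear translocation activity above 50% at 5 µM, with a well cell count of 50 or more; inconclusive = wells under 50 cells across six images, flagged as toxic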;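 note: per-cell ratio of nuclear to cytoplasmic median beta-catenin stain intensity; plate controls were DMSO negative control for no effect and GSK-3 inhibitor IX positive control for full effect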
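Signal – beta-catenin immunofluorescence imaging with DAPI · Test system – human HeLa cell line · Dosing – 5 µM primary single dose, 0.1% DMSO, 0.02–20 µM confirmation series · Measure – % activation, nuclear-to-cytoplasmic median beta-catenin signal ratio per cell · Incubation – 24 h compound exposure at 37°C, 5% CO2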
West Nile antiviral: West Nile virus antiviral activity, cell-based, CPE readout (AID 1621); West Nile virus-infected cells, CPE inhibition; higher % means a stronger effect; CPE inhibition, % at 10 µM, or IC50 in µM where a hit was titrated; 0.02% of 290,000 active; in the data active = a potency from the dose series; inconclusive = CPE inhibition mostly from about 3.7% at the one dose, without a potency; inactive = the rest, 99 in 100 with CPE inhibition below about 2.2%; note: strong numbers were not always called active
Myeloid diff MLP: induction of myeloid progenitor differentiation, primary screen, cell-based, flow cytometry, MLPCN library; ER-HoxA9 myeloid progenitors, lysozyme-GFP differentiation; calls only at 10 µM; 1% of 360,000 active; AID 624256, 2012;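 active = normalized GFP-positive differentiation at or above the plate's own cutoff, the solvent-only control mean plus 3 SD; inconclusive = no clear call, values can overlap the other calls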;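 note: cells exposed to compound for four days before flow analysis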
Rac1 GTP hydrolysis: MgcRacGAP GTPase-activating activity inhibitors, confirmation, biochemical, ADP Hunter fluorescence; Rac GTPase-activating protein 1 (Homo sapiens); MgcRacGAP-stimulated Rac1 GTP hydrolysis, ADP Hunter fluorescence; higher % means a stronger effect; GST-tagged Rac1 F28L mutant substrate; inhibition, % at 30 µM, or IC50 in µM where a hit was titrated; 0.6% of 340,000 active;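 active = first-screen hits whose inhibition reached a set limit at any dose in the follow-up dose series; inconclusive = inhibition above the set first-screen limit but never retested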;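 note: fluorescence reports GDP produced by GAP-driven GTP hydrolysis; strong numbers were not always called active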
Salmonella PhoP GFP: inhibitors of PhoP regulon expression, primary screen, Salmonella Typhimurium, GFP reporter (AID 1863); S. Typhimurium PhoP-regulated promoter GFP reporter, 4 h; higher % means a stronger effect; 0.16% of 300,000 active; inhibition, % at 50 µM; hits with a dose series show IC50 in µM;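 active = inhibition over 29.93%, a cutoff 3 SD above the screen mean, later confirmed by dose response; inconclusive = inhibition over 29.93% but no dose response follow-up; inactive = inhibition at most 29.93% or unconfirmed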;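 note: 0% = low Mg2+ inducing control and 100% = high Mg2+ repressing control; strong numbers were not always called active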
T cell modulator: modulators of CD8 T cell-vesicle binding, primary screen, mouse 2C CD8+ T cells, flow cytometry. 2C CD8+ T cell-vesicle binding; active compounds read low. calls only at 7 µM. 0.068% of 330,000 active. AID 2052, 2009;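 active = response, share of CD8 T cells binding vesicles, and their 90th percentile fluorescence all below set limits, cut at about 80% in these data, passing the limit was not always enough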
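Incubation: binding step 1.5 h, 37 °C, antibody labelling 20 min, ice; system: murine 2C transgenic CD8+ T lymphocytes; technique: cytometric PE anti-B7-1 and Alexa647 anti-CD8 signals after 1% paraformaldehyde fixation; also added: QL9-charged Drosophila Ld/ICAM-1/B7-1 vesicles; control set: naked versus QL9-loaded vesicles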
WT yeast gro inh: growth inhibition of WT strain, primary screen, mitochondrial fusion inhibitor project, WT and mutant strains, chemical genetic; mitochondrial fusion phenotypic screen; inhibition, % at 10 µM; 2.1% of 190,000 active; in the data active = inhibition above about 58%; tested in S. cerevisiae
WT yeast gro inh mutant strain: second read-out of WT yeast gro inh, no call of its own (marks repeat the call); inhibition, %; mitochondrial fusion phenotypic screen, mutant strain inhibition
b-catenin transl cell count 5 µM: further read-out of b-catenin transl, marked with its call; cell count; measured here: cell count, cytotoxicity flag
T cell modulator vesicle-bound %: recorded beside T cell modulator, whose call it bears; double positive events, %; measured here: CD8+ vesicle-bound cell fraction;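 binding gate set so that unloaded-vesicle control wells show 10% double positive cells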
Myeloid diff MLP GFP+ MAC1+ %: further read-out of Myeloid diff MLP, marked with its call; GFP+ MAC1+ double positive, %; measured here: differentiation confirmed by MAC1 staining
* hit, by the source's call; i = inactive; u = inconclusive; x = not tested or not shown.

Structure | SV40 large T antigen | RSV CPE inhibition | b-catenin transl | b-catenin transl cell count 5 µM | West Nile antiviral | Myeloid diff MLP | Myeloid diff MLP GFP+ MAC1+ % | Rac1 GTP hydrolysis | Salmonella PhoP GFP | T cell modulator | T cell modulator vesicle-bound % | WT yeast gro inh | WT yeast gro inh mutant strain
CCCC(C)(C)NC(=O)CCCCC(=O)NC(C)(C)CCC | 11.6% | 3.5% | -1.3 | 909 | -0.2% | i | 1.0 | -0.4% | 3.1% | i | 21.1 | 5.9 | 10.3
Cc1cc(C)c(/C=N/n2c(C)cc(C)c(C#N)c2=O)c(C)c1 | -0.2% | u | x | x | -0.4% | i | 0.9 | -2.7% | 1.6% | i | 48.1 | 22.7 | 6.1
O=C(CC1C(=O)NCCN1Cc1cccc(F)c1F)NC1CCCCCC1 (stereo unspecified) | 8.9% | 1.2% | x | x | 0.0% | i | 0.8 | 6.4% | -1.0% | i | 60.9 | x | x
COc1ccc(-c2nnn(CC(=O)N(Cc3ccco3)C(C(=O)NCC3CCCO3)c3ccco3)n2)cc1 (stereo unspecified) | 12.7% | 2.4% | x | x | x | i | 0.1 | 2.3% | 33.2% | i | 25.0 | -2.9 | -4.6
C=C1CCN(C(Cc2ccccc2)C(=O)OC)S(=O)(=O)c2ccc(F)cc21 (stereo unspecified) | -6.3% | 0.5% | 0.5 | 1167 | -0.5% | i | 1.6 | 8.5% | -0.8% | x | x | x | x
COC(=O)c1nn(-c2ccc3c(c2)CCN3C(C)=O)cc1O | 10.5% | 1.0% | -0.6 | 1356 | 0.3% | i | 2.2 | 12.3% | 2.1% | i | 33.8 | -15.8 | -2.5
COc1ccccc1CCNC(=O)C1CCN(c2nnc(C)c3c(C)n(-c4ccc(C)cc4)nc23)CC1 | 16.8% | 39.9% | x | x | -0.2% | u | x | -0.7% | 0.0% | i | 20.4 | x | x
Cc1ccc(Cl)cc1NC(=O)C(Cc1ccccc1)N1C(=O)C2C3CCC(C3)C2C1=O (stereo unspecified) | 12.6% | 4.9% | 0.3 | 926 | -0.9% | i | 0.7 | -3.9% | -4.5% | i | 22.9 | 4.0 | -11.0
O=C(Nc1ccccc1C(=O)NCc1ccccc1)C1=CSCCO1 | 4.6% | 0.3% | x | x | -0.3% | i | 2.2 | 9.5% | 1.5% | i | 9.3 | x | x
CC(C)(C)c1cc(C(=O)Nc2cccc3ccccc23)ccn1 | 4.7% | 4.5% | -0.7 | 1024 | 0.2% | i | 0.6 | 4.3% | 7.2% | i | 41.1 | -4.8 | -12.2
CCc1c2ccccc2nn1-c1ccccc1C(=O)C(C)=O | 0.9% | 5.7% | x | x | -0.3% | i | 0.9 | 2.3% | 8.6% | i | 36.3 | x | x
Cn1c(Cl)c(C(=O)Nc2ccccc2)c2ccccc21 | 5.1% | 3.6% | -0.4 | 1354 | -0.1% | i | 1.4 | 10.2% | 7.8% | i | 30.7 | 1.4 | 5.0
CC(C)(C)c1ccc(C(=O)N2CCC(C(=O)NCC3CCCO3)CC2)cc1 (stereo unspecified) | 3.0% | 0.7% | x | x | -0.6% | i | 1.4 | 3.3% | 6.3% | i | 24.8 | -1.0 | 22.9
COc1cc(NC(=O)CCCNC(=O)Cn2cnc3sc4c(c3c2=O)CCCC4)cc(OC)c1OC | 8.0% | 2.3% | x | x | 0.3% | u | x | -0.9% | -1.5% | i | 34.0 | x | x
CC(=O)N1CCN(C(=O)c2cc3ccccc3o2)CC1 | 3.7% | 1.1% | x | x | 0.4% | i | 2.0 | 6.8% | -2.2% | i | 11.8 | x | x
CC(C)(C)NC(=O)CSc1nc(-c2ccc(F)cc2)cs1 | 11.2% | 19.6% | -0.1 | 1068 | -0.8% | i | 0.7 | -0.2% | 3.4% | i | 29.1 | -14.6 | -8.8
O=C(CCn1nnc2ccccc21)NNC(=O)C1CCCCC1 | 20.0% | 0.8% | x | x | 0.4% | i | 0.3 | 2.5% | -0.9% | i | 59.2 | -9.4 | -7.2
S=c1[nH]nc(-c2cc(-c3ccsc3)n[nH]2)n1-c1cccc2ccccc12 | 28.2% | 16.8% | -2.7 | 1048 | 0.1% | i | 0.5 | -2.6% | -8.2% | i | 56.5 | 4.3 | -2.2
CCN(c1ccccc1)S(=O)(=O)c1ccc(C(=O)Nc2nnc(C3CC3)o2)cc1 | 5.1% | 4.4% | -4.7 | 1046 | -0.7% | i | 1.2 | 11.6% | -7.4% | i | 61.2 | 1.7 | -18.8
NS(=O)(=O)c1ccc(CNc2ncnc3sccc23)cc1 | -3.6% | 6.9% | x | x | -0.5% | i | 1.1 | 4.8% | 7.7% | i | 19.3 | x | x
CCC(CC)NC(=O)c1nn(Cc2ccccc2)c(=O)c2ccccc12 | 8.8% | 6.8% | x | x | -0.6% | i | 0.0 | 1.9% | -6.7% | i | 27.1 | x | x
Cc1nn(Cc2cccc(F)c2)c(C)c1NC(=O)c1c(Cl)cnn1C | 4.1% | 1.0% | -3.9 | 562 | -1.4% | i | 1.1 | 2.4% | -14.9% | i | 46.4 | 0.9 | -18.1
Cc1cc(C)nc(SCC(=O)c2ccc(F)c(C)c2)n1 | 4.6% | 1.9% | x | x | -0.5% | i | 0.5 | 10.1% | 14.3% | i | 63.4 | x | x
O=[N+]([O-])c1nn(-c2ccc3c(c2)OCCO3)n(O)c1=NCc1ccc(F)cc1Cl | 6.4% | -0.1% | -1.6 | 1054 | 0.1% | i | 0.2 | 6.2% | -6.0% | i | 41.2 | 0.9 | 3.4
CCCCN(CC)CCNC(=O)c1cn(-c2ccc(Cl)cc2)c(=O)c2ccccc12 | 3.9% | -2.5% | 7.1 | 455 | -0.8% | i | 0.4 | 7.7% | -7.9% | i | 27.2 | 9.9 | 18.9
CCOC(=O)c1cnc(-n2nc(C)cc2C)nc1NCCc1ccccc1 | 7.8% | 18.2% | -5.7 | 929 | 2.2% | i | 1.4 | 12.9% | 6.9% | i | 28.5 | 74.1* | 64.3*
COc1cccc(CNCCc2c[nH]c3ccccc23)c1OCc1ccccc1 | -0.4% | 13.2% | -0.4 | 1004 | -1.5% | x | x | 6.5% | 12.3% | i | 51.2 | 32.5 | 15.4
CCn1c(CCCNC(=O)c2ccco2)nc2ccccc21 | 0.9% | 0.1% | x | x | -0.4% | i | 0.2 | 7.1% | 4.4% | i | 12.0 | x | x
COc1ccc(-c2cc(C(F)(F)F)n3ncc(C(=O)NCC4CCCO4)c3n2)cc1OC (stereo unspecified) | 0.3% | 1.7% | -3.6 | 1384 | 0.5% | i | 1.6 | -6.5% | -64.7% | i | 38.7 | 0.7 | 2.1
CCOc1ccccc1C1C(C#N)=C(N)N(N(C)C)C2=C1C(=O)CCC2 (stereo unspecified) | 0.1% | 1.8% | x | x | -0.3% | i | 0.9 | 5.2% | 6.7% | i | 21.9 | x | x
CCc1[nH]nc(C(=O)N2CCCC(C(=O)c3cccc(C(F)(F)F)c3)C2)c1C (stereo unspecified) | 17.3% | 3.6% | x | x | -0.3% | i | 1.1 | 1.1% | 6.4% | i | 27.0 | x | x
O=C(COC(=O)COc1ccccc1F)Nc1ccc2c(c1)OCO2 | x | 0.8% | x | x | x | i | 1.1 | 6.3% | x | i | 22.7 | x | x
COc1ccccc1C1CC(=O)NC(C)=C1C(=O)OCC(C)C (stereo unspecified) | 8.8% | 2.9% | -1.0 | 1364 | -0.4% | i | 0.7 | 10.6% | -1.3% | i | 39.1 | 4.9 | 59.7
COCC(C)n1c(C)cc(C(=O)CSc2nnnn2-c2ccc(O)cc2)c1C (stereo unspecified) | 10.3% | 15.8% | 0.2 | 1060 | -0.9% | i | 0.8 | 6.5% | 9.5% | i | 63.6 | -0.9 | -6.1
CN(CC(=O)Nc1ccc(Cl)c(S(=O)(=O)N2CCOCC2)c1)C(=O)c1ccc(C#N)cc1 | x | 0.6% | x | x | x | i | 1.3 | 4.0% | x | i | 38.5 | x | x
CC(C)(C)c1nc2scc(-c3ccc(Br)cc3)c2c(=O)o1 | 2.9% | 3.5% | -6.1 | 1063 | 0.0% | i | 0.2 | 1.1% | -13.7% | i | 33.8 | -2.6 | -44.2
CCCCNC(=O)C(Cc1ccccc1)NS(=O)(=O)c1ccc2c(c1)c(=O)n(C)c(=O)n2C (stereo unspecified) | 3.2% | -1.2% | x | x | 0.0% | i | 2.5 | 5.2% | 8.2% | i | 47.8 | 7.6 | -10.9
Cc1ccc2nc(-c3ccncc3)cc(C(=O)NCCc3ccc(F)cc3)c2c1 | 3.0% | 1.1% | 0.8 | 1509 | -0.8% | i | 0.7 | 10.2% | -8.9% | i | 23.8 | 4.7 | -1.4
CCC(c1nc2ccccc2c(=O)n1-c1cccnc1)N1C(=O)c2ccccc2C1=O (stereo unspecified) | 17.0% | -0.3% | x | x | -0.1% | i | 6.6 | 1.4% | -8.9% | i | 26.7 | -6.9 | 11.9
CC(=O)Nc1ccc(OCC(=O)N2CCC(Cc3ccccc3)CC2)cc1 | 11.8% | 61.8% | -1.3 | 1085 | 0.3% | i | 0.3 | 8.6% | 1.9% | i | 48.3 | -7.3 | -0.8
Cc1ccsc1/C=N/N1CCN(c2ccccn2)CC1 | 7.9% | 0.9% | 3.6 | 1303 | 0.1% | i | 0.7 | 14.2% | -4.7% | i | 49.2 | x | x
COc1cc(OC)c(OC)cc1CNC1CCCCCC1 | -0.8% | 0.4% | -0.3 | 1015 | -0.7% | i | 8.5 | 18.5% | 2.1% | i | 39.5 | 0.7 | 22.9
Cn1cc(Br)c(C(=O)NC2CCCCCC2)n1 | 23.9% | -0.2% | x | x | -0.2% | i | 2.0 | 8.0% | 4.7% | i | 7.9 | x | x
C/C(=C\C(=O)c1ccc(Br)cc1)Nc1ccc(Cl)cc1 | 1.3% | 5.8% | 1.0 | 463 | -0.7% | i | 0.2 | -3.0% | 4.6% | i | 57.4 | 6.9 | -4.5

High-throughput results from PubChem BioAssay.
